# NOD1 NF-kB reporter – NOD1 signaling inhibitors, primary screen, cell-based, luminescence, uHTS (AID 1578); actives 1% (n = 290,000); one-dose inhibition, % at 4 µM; EC50 in µM for titrated hits; NOD1-driven NF-kB luciferase reporter cells, luminescence; higher % means a stronger effect; in the data active = inhibition mostly above about 36%, no sharp cut-off; inactive = mostly below about 34%;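 also: HEK-293T reporter cells stimulated with the NOD1 agonist gamma-tri-DAP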
# HIV fusion peptide – inhibitors of HIV fusion peptide binding, primary screen, biochemical, uHTS, fluorescence dequenching (AID 1986); inhibition, % at 20 µM, or IC50 in µM where a hit was titrated; actives 0.3% (n = 290,000); cell-free peptide binding, fluorescence dequenching, 30 min; higher % means a stronger effect; in the data active = inhibition mostly above about 52%, no sharp cut-off; inactive = mostly below about 76%; also: some results filed as inactive read as strong as hits
# KOR beta-arrestin-1 – KOR antagonists, beta-arrestin recruitment, cell-based, luminescence, uHTS (AID 1778) | KOR beta-arrestin recruitment, luminescence, antagonist mode; higher % means a stronger effect | inhibition, % at 10 µM; hits with a dose series show IC50 in µM | actives 0.091% (n = 290,000); also: strong numbers were not always called active
# GPR35 arrestin U2OS – GPR35 antagonists blocking zaprinast-driven arrestin recruitment, primary screen, imaging, U2OS, beta-arrestin-GFP, zaprinast agonist (AID 2058) | U2OS GPR35 beta-arrestin-GFP translocation imaging, zaprinast antagonism; higher % means a stronger effect | actives 0.052% (n = 290,000) | inhibition, % at 10 µM, or IC50 in µM where a hit was titrated;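 active = inhibition of at least 50% with at least 30 cells and total cytoplasm GFP at most 10,000,000; inconclusive = under 30 cells or total GFP of 10,000,000 plus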
# GPR55 activation – GPR55 agonists via beta-arrestin recruitment, primary screen, imaging, U2OS cells, beta-arrestin-GFP redistribution (AID 1961); U2OS GPR55 beta-arrestin-GFP redistribution imaging; higher % means a stronger effect; one-dose activation, % at 10 µM; EC50 in µM for titrated hits; actives 0.048% (n = 290,000);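 active = activation above 40% with more than 50 cells counted in the well; inconclusive = wells holding fewer than 50 cells, flagged as toxic or sparse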;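 also: U2OS osteosarcoma cells stably expressing GPR55 and beta-arrestin-GFP; plate controls were DMSO negative control for no effect and LPI positive control for full effect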
# NOD2 inhibition – inhibition of NOD2-driven NF-kB reporter – cell-based, luminescence, uHTS, HEK293 (AID 1566); HEK293 NOD2/NF-kB luciferase reporter, luminescence; higher % means a stronger effect; inhibition, % at 4 µM, or EC50 in µM where a hit was titrated; actives 0.63% (n = 290,000); also: many of its hits are not listed in these tables
# KOR beta-arrestin-2 – KOR agonists, beta-arrestin recruitment, primary screen, cell-based, luminescence, uHTS (AID 1777); KOR beta-arrestin recruitment, luminescence; higher % means a stronger effect; one-dose activation, % at 10 µM; EC50 in µM for titrated hits; actives 0.02% (n = 280,000); in the data active = activation above about 50%, passing the limit was not always enough; also: a part of the inactive calls stands beside numbers as strong as those of hits
# Myeloid diff 2 – promotes myeloid progenitor differentiation; ER-HoxA9 myeloid progenitors, lysozyme-GFP differentiation, flow cytometry; calls only at 10 µM; actives 1% (n = 360,000);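 active = normalized GFP-positive differentiation at or above the plate's own cutoff, the solvent-only control mean plus 3 SD; inconclusive = no clear call, values can overlap the other calls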;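 also: cells exposed to compound for four days before flow analysis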
# GPR55 LPI antagonism – inhibition of LPI-stimulated GPR55 beta-arrestin translocation – imaging, U2OS, beta-arrestin-GFP, LPI agonist, primary screen (AID 2013). actives 0.13% (n = 290,000). U2OS GPR55 beta-arrestin-GFP translocation imaging, LPI antagonism; higher % means a stronger effect. inhibition, % at 10 µM; hits with a dose series show IC50 in µM;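 active = spots per cell inhibited over 60%, with over 100 cells counted and total cytoplasm intensity under 500,000; inconclusive = wells with under 100 cells, flagged as likely toxic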;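 also: U2OS cells stably carrying GPR55 and arrestin-GFP stimulated by 5 µM LPI near EC80; imaged beta-arrestin-GFP aggregate spots per cell after agonist stimulation; plate controls were LPI-stimulated DMSO wells for no effect and DMSO wells without LPI for full effect; some results filed as inactive read as strong as hits; confirmed hits need IC50 under 10 µM and bright autofluorescent wells are also inconclusive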
# Myeloid diff 2 GFP+ MAC1+ % – further read-out of Myeloid diff 2, marked with its call; GFP+ MAC1+ double positive, %; measured here: differentiation confirmed by MAC1 staining
# An asterisk follows results filed as active; i = inactive; ? = inconclusive; / = no result given; [ ] = dose if it differs, or a comment. Rule as the data show it, unless noted: active = inhibition above about 50%; inactive = the rest. An excerpt; rates above refer to the full screens.
SMILES,NOD1 NF-kB reporter,HIV fusion peptide,KOR beta-arrestin-1,GPR35 arrestin U2OS,GPR55 activation,NOD2 inhibition,KOR beta-arrestin-2,Myeloid diff 2,Myeloid diff 2 GFP+ MAC1+ %,GPR55 LPI antagonism
CCCCOC(=O)c1cccc(NC(=O)CC)c1,-52%,1.5%,25%,-18%,0.3%,2%,-4.0%,i,1.3,-3%
C[C@H]1O[C@H](O[C@H]2[C@H](O)[C@@H](O)[C@@H](O[C@H]3[C@H](O)[C@@H](O)C(O)O[C@@H]3CO)O[C@@H]2CO)[C@H](O)[C@@H](O)[C@@H]1N[C@H]1C=C(CO)[C@@H](O)[C@H](O)[C@H]1O (stereo partly specified),-4%,-0.7%,23%,3%,-0.5%,-21%,-2.6%,/,/,-1%
COc1cccc(CN2CC(C(=O)NC3CCC(O)CC3)CCC2=O)c1 (stereo unspecified),-31%,1.9%,-5%,9%,-0.1%,0%,-4.4%,i,2.4,5%
CN(CC1CCCN(CCc2ccc(Cl)cc2)C1)C(=O)C(=O)c1ccco1 (stereo unspecified),-4%,0.9%,-18%,-7%,-0.1%,-1%,8.3%,i,0.0,8%
CC(C)Oc1ccccc1OCCCOc1cccc2cccnc12,11%,3.0%,26%,-10%,-0.3%,20%,-4.0%,i,0.3,-3%
O=C1NC2(CCCc3ccccc32)C(=O)N1Cc1nnc(-c2ccccc2Br)o1 (stereo unspecified),-10%,-2.5%,-55%,-3%,0.1%,1%,-6.9%,i,1.8,-6%
CCc1ccccc1N1CSC2=C(C#N)C(c3cc(OC)c(OC)cc3OC)CC(=O)N2C1 (stereo unspecified),-5%,21%,-4%,9%,-0.1%,3%,41%,i,2.0,16%
O=C1CCC(C(=O)N(CCO)Cc2ccccc2)CN1CC1CCCCC1 (stereo unspecified),-6%,-0.4%,14%,5%,-0.1%,-1%,7.9%,i,3.4,-8%
Cc1cccc2nc(CSc3nc4[nH]ncc4c(=O)n3-c3ccccc3Cl)cc(=O)n12,6%,1.7%,-5%,0%,-0.2%,26%,0.4%,i,0.1,-11%
O=C(Nc1ccccc1Cl)N(Cc1nc2ccccc2c(=O)[nH]1)Cc1cccs1,-14%,1.0%,19%,0%,0.6%,-1%,0.3%,i,0.7,-7%
COc1ccc2[nH]c(=O)c(CN(CC3CCCO3)C(=S)Nc3cccc(C)c3)cc2c1 (stereo unspecified),47%*,-0.6%,-8%,-4%,-0.3%,4%,7.5%,i,0.5,17%
O=C(O)CN1C(=O)/C(=C/c2ccccc2Br)Oc2ccccc21,-10%,10%,-24%,-15%,-0.1%,9%,-2.5%,i,1.0,3%
CC1CCN(C(=O)COC(=O)c2nn(C)c(=O)c3ccccc23)CC1,-4%,2.2%,17%,-24%,-0.1%,11%,0.4%,/,/,9%
Cc1ccc(C(=O)NCCOc2cccc3cccnc23)cc1Cl,-34%,-0.2%,-33%,-26%,-0.1%,-7%,106%,i,0.3,-13%
CN1C(=S)SC(/[N+]([O-])=C\c2ccccc2F)C1(C)C (stereo unspecified),-4%,-1.1%,-5%,1%,-0.1%,11%,-2.8%,i,1.2,9%
Cc1ccc(C)c(SCC(=O)NNC(=O)c2ccccc2)c1,-14%,-1.1%,-14%,13%,0.3%,14%,-3.7%,i,0.4,?
Cn1c(CCCOc2ccc(Cl)cc2Cl)nnc1SCC(=O)Nc1ccc(F)c(Cl)c1,-31%,0.3%,26%,9%,0.2%,-28%,15%,i,1.1,10%
COc1ccc(NC(=O)C(C)N2C(=O)c3ccccc3C2=O)cc1S(=O)(=O)N1CCOCC1 (stereo unspecified),-20%,-0.4%,-9%,1%,-0.3%,2%,-7.3%,i,0.7,-4%
CC1(C)CC(=O)C(CC2=C(O)CC(C)(C)CC2=O)C(=O)C1,-12%,0.3%,16%,-4%,0.3%,-6%,5.4%,i,1.4,6%
COc1cccc(NC(=O)CSc2nc3ccccc3n2C)c1,-1%,1.0%,2%,-2%,0.2%,3%,-5.2%,i,0.3,-4%
CCn1c(=N)n(CC(=O)c2cccc(OC)c2)c2ccccc21,-38%,-2.4%,-15%,3%,0.4%,-31%,-5.8%,i,1.1,-4%
COc1ccc(CSCCNC(=S)Nc2ccccc2)cc1Cl,-38%,0.2%,0%,-11%,-0.2%,-13%,2.6%,i,0.3,-4%
COc1cccc(CNC(=O)CN2C(=O)COc3ccc(S(=O)(=O)N4CCCCC4)cc32)c1,41%,0.2%,-26%,-5%,-0.1%,-30%,1.5%,?,/,-40%
Cc1cc(C)n(C)c(=O)c1C#N,-10%,-1.8%,16%,-16%,-0.3%,16%,-6.4%,i,0.7,-6%
O=C(Nc1nncs1)c1ccc(F)c(S(=O)(=O)N2CCCCC2)c1,-15%,0.6%,-7%,-16%,0.0%,5%,-1.9%,i,0.5,0%
# Other results:
SMILES,NOD1 NF-kB reporter,HIV fusion peptide,KOR beta-arrestin-1,GPR35 arrestin U2OS,GPR55 activation,NOD2 inhibition,KOR beta-arrestin-2,Myeloid diff 2,Myeloid diff 2 GFP+ MAC1+ %,GPR55 LPI antagonism
Oc1ccc(C2C(c3ccccc3)=NN=C(c3ccc(Cl)cc3)N2O)c(O)c1 (stereo unspecified),-35%,7.9%,0%,10%,0.3%,-13%,-4.2%,i,0.5,19%
Nc1ccc2nc(-c3ccccc3)sc2c1,3%,-2.3%,4%,-4%,-0.4%,-169%,-5.0%,i,0.4,-9%
COc1ccc(/C=N/Nc2cc(N3CCCC3)nc(N3CCCC3)n2)cc1,-29%,12%,4%,-7%,-0.6%,-18%,-4.2%,i,0.3,18%
Cc1nnc(SCc2nc3sc4c(c3c(=O)[nH]2)CCCC4)[nH]c1=O,4%,8.1%,-48%[20 µM],0%,0.3%,-7%,-4.4%,i,0.6,1%
Cc1cc2ccccn2c1C(=O)c1ccc(NN)c([N+](=O)[O-])c1,-25%,-4.5%,18%,-11%,-0.3%,-16%,-5.5%,i,0.4,-4%
COc1ccc(NC(=O)c2cc(S(=O)(=O)N3CCCCC3)ccc2OC)cc1,-21%,0.3%,-45%,5%,-0.2%,1%,7.4%,i,0.3,-1%
Cc1ccc(NC(=O)C2(S(=O)(=O)c3ccc(Cl)cc3)CC2)c(Br)c1,-18%,-0.5%,-15%,0%,/,8%,-2.8%,i,4.0,-10%
CCOC(=O)c1c(C=O)c2sc(C)cc2n1C,-33%,-1.8%,-13%,-3%,-0.5%,-5%,-1.5%,i,0.2,7%
COc1ccccc1CNC(=O)N[C@@H](Cc1ccccc1)C(=O)O,-7%,2.3%,12%,3%,0.2%,7%,-2.4%,i,1.1,-4%
O=C(N/N=C/c1cccnc1)c1ccc2c(c1)OCCO2,36%,-3.5%,-42%,5%,1.6%,-34%,-2.2%,i,0.2,-1%
O=C(NC1Cc2ccccc2C1)c1cc(COc2cccc(C(F)(F)F)c2)on1,9%,0.4%,-24%,-3%,0.2%,-8%,2.5%,i,1.8,-4%
CO/N=C/C=C1/N(C)c2ccccc2C1(C)C,16%,-1.3%,30%,10%,-0.4%,17%,-2.1%,i,0.2,8%
COc1ccc(-c2nc(C#N)c(NC(C)c3ccccc3)o2)cc1OC (stereo unspecified),-7%,-1.0%,-2%,-1%,-0.1%,3%,-3.6%,i,0.5,-11%
Cc1cc(S(=O)(=O)NCCCn2ccnc2)c(C)cc1Cl,-5%,2.7%,-51%[20 µM],9%,0.9%,12%,5.0%,i,0.3,8%
COc1ccc(S(=O)(=O)N(C)CC(=O)NCCN2CCOCC2)cc1C,7%,0.5%,-2%,7%,-0.1%,-7%,0.6%,i,0.5,-10%
NCc1ccc(S(N)(=O)=O)cc1,-18%,1.8%,-12%,5%,-0.1%,14%,2.0%,?,1.3,12%
C=CCn1c(CCSCc2ccc(OC)c(C)c2)n[nH]c1=S,-7%,-0.7%,-9%,-18%,-0.3%,21%,-2.5%,i,0.8,7%
CC(c1ccccc1)C1CC(=O)N(CC(=O)O)C1=O (stereo unspecified),-8%,1.3%,-6%,-12%,0.1%,8%,-4.7%,i,6.6,20%
CN(C)S(=O)(=O)c1cccc(NC(=O)CSc2nc3ccccc3[nH]2)c1,-13%,1.9%,16%,-1%,0.1%,9%,-5.0%,i,0.7,2%
Cc1nc(C(=O)NC(C)C)nn1-c1cc(Cl)cc(Cl)c1,-47%,-1.2%,-31%,7%,0.8%,4%,0.1%,i,0.0,7%
c1ccc2c(c1)[nH]c1c(N3CCC4(CC3)OCCO4)ncnc12,14%,0.0%,-10%,-6%,-0.1%,22%,3.1%,i,1.9,7%
CCOC(=O)c1cnc(SCC(=O)Nc2ccc(N3CCOCC3)cc2)nc1N,-15%,0.1%,1%,-7%,-0.2%,-7%,-3.2%,/,/,0%
CC(C)NC(=O)C1CCN(C(=O)c2cc3sccc3n2Cc2ccc(F)cc2)CC1,51%,1.2%,-27%,16%,-0.1%,35%,6.1%,i,1.6,-7%
CCN1CCN(C(=O)c2ccccc2NC(=O)c2ccc(Cl)cc2)CC1,-5%,-1.2%,6%,1%,0.0%,-2%,0.0%,i,0.6,1%
Cc1ccc(C)c(N2CCN(CCCNC(=O)Cn3cc4c(n3)CCC(C)C4)CC2)c1 (stereo unspecified),-16%,-1.3%,18%,-15%,0.2%,0%,-1.4%,i,7.8,5%
# (further entries)
SMILES,NOD1 NF-kB reporter,HIV fusion peptide,KOR beta-arrestin-1,GPR35 arrestin U2OS,GPR55 activation,NOD2 inhibition,KOR beta-arrestin-2,Myeloid diff 2,Myeloid diff 2 GFP+ MAC1+ %,GPR55 LPI antagonism
Cc1c(C(=O)N2CCOCC2)c(S(=O)(=O)Nc2ccc(Br)cc2F)c(C)n1C,-1%,-0.6%,-15%,5%,-0.2%,8%,-1.8%,i,0.8,3%
Cc1ccc(NC2CCCN(C(=O)CCC(=O)c3ccccc3)C2)cc1C (stereo unspecified),-15%,-1.7%,-20%,-11%,-0.2%,-1%,2.5%,i,1.1,0%
CC(=O)c1c(C)nc(-c2ccccc2)nc1NC(=O)C(C)C,-18%,-2.1%,-13%,8%,-0.1%,-13%,4.4%,i,0.8,2%
CC(C)(C)OC(=O)NCCCC[C@H](NC(=O)c1[nH]cnc1C(=O)Nc1ccccc1)C(=O)OC(C)(C)C,2%,-0.3%,14%,6%,-0.1%,5%,3.2%,i,1.6,-2%
N#Cc1ncc(C(F)(F)F)cc1Sc1ccc(N)cc1,25%,-1.0%,/,14%,-0.1%,-7%,-2.5%,i,1.3,5%
N#Cc1nc(-c2cccc(Cl)c2)oc1NCc1cccnc1,-33%,0.5%,-13%,23%,0.0%,-72%,/,i,0.7,-17%

# Source: PubChem
